Screens: PubChem BioAssay, NMMLSC
LAP4 TOR yeast: modulators of TOR pathway LAP4-GFP in S. cerevisiae; S. cerevisiae LAP4-GFP multiplex, flow cytometry GFP, 3 h; median GFP as percent of DMSO wells; GFP response vs DMSO, % at 10 µM; 320,000 compounds, 0.34% hits; AID 2023;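 active means GFP response vs DMSO above a set limit, about the screen mean plus 3 SD, cut at about 150% in these data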
RPL19A-GFP yeast: yeast TOR pathway RPL19A-GFP modulation. 330,000 compounds, 0.3% hits. percent response vs DMSO, % at 10 µM. S. cerevisiae RPL19A-GFP strain, flow cytometry, 3 h; active compounds read low;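 active means percent response vs DMSO below 50%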;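 further: median channel GFP fluorescence of the barcoded RPL19A-GFP strain; ratio of sample median GFP to plate DMSO average so 100% = DMSO; lower means less RPL19A-GFP as with rapamycin TOR inhibition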
MEP2-GFP yeast: alters MEP2-GFP fluorescence in TOR pathway yeast screen; S. cerevisiae MEP2-GFP strain, flow cytometry GFP, 3 h; 100% = DMSO control level; GFP response vs DMSO, % at 10 µM; 330,000 compounds, 0.51% hits;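 active means GFP response versus DMSO above a set limit, roughly screen mean plus 3 SD, cut at about 180% in these data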;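 further: median GFP fluorescence of the barcode-gated MEP2-GFP cells per well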
AGP1-GFP MLPCN: modulators of TOR pathway AGP1-GFP in S. cerevisiae. S. cerevisiae AGP1-GFP multiplex flow cytometry, 3 h; GFP as percent of DMSO wells. GFP response vs DMSO, % at 10 µM. 320,000 compounds, 0.02% hits;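 active means GFP response relative to DMSO above a set limit, near screen average plus 3 SD, cut at about 150% in these data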;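 further: median GFP channel fluorescence of the gated AGP1 strain per well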
GRK2 inh: inhibitors of human GRK2 displacing RNA aptamer | AID 488847 | P25098 | bead flow cytometry, FAM-aptamer displacement from GRK2 | inhibition of aptamer binding, % at 10 µM | 330,000 compounds, 0.59% hits;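 active means inhibition of aptamer binding above 40%, roughly 3 SD of noise, on plates passing a quality check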;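 further: median bead fluorescence of bound FAM aptamer so fluorescent compounds give negative values; no value below 0 was filed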
VLA-4 inh: inhibition in a human VLA-4 binding assay; VLA-4 expressing cells, ligand binding flow cytometry; 330,000 compounds, 0.2% hits; P13612; inhibition, % (about 7 µM as worked out from the volumes in the protocol); in the data active means inhibition above about 50%
Target sequence (P13612 whole entry, looked up): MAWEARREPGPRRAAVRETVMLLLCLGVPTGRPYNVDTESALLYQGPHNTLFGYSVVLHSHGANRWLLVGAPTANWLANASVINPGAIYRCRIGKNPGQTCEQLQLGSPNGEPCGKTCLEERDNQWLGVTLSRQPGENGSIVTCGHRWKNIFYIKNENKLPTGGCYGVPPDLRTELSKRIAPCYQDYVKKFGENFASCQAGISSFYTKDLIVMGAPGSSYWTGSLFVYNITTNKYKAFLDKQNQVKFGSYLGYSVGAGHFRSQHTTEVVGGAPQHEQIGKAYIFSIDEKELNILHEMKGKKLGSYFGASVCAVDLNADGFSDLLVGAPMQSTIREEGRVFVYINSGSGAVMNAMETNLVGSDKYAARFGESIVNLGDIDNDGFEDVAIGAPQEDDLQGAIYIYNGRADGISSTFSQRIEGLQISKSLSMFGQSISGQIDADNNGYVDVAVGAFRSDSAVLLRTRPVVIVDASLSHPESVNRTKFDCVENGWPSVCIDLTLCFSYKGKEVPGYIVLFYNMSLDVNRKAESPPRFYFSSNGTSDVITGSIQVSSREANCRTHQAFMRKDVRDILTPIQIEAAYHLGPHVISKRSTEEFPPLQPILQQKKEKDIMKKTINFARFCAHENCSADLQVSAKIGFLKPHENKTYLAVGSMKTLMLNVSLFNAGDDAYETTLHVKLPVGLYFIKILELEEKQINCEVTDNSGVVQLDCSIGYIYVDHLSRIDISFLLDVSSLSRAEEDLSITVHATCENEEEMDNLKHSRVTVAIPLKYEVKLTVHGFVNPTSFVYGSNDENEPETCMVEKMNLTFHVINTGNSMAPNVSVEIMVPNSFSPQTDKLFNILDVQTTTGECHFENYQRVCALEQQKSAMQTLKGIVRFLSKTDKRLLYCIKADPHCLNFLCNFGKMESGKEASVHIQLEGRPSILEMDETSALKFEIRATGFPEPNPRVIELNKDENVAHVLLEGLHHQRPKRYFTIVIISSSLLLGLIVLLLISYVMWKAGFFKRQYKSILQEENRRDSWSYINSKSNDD
CIT2 TOR yeast: alters CIT2-GFP fluorescence in TOR pathway yeast screen. S. cerevisiae CIT2-GFP strain, flow cytometry, 3 h; 100 means same as DMSO wells. GFP response vs DMSO, % at 10 µM. 320,000 compounds, 0.065% hits;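 active means GFP response relative to DMSO above a set limit, near the screen mean plus 3 SD, cut at about 150% in these data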;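 further: ratio of well median GFP fluorescence to mean of DMSO wells on the plate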
CR mimetic SO: caloric restriction mimetics inhibiting age-related superoxide in yeast. S. cerevisiae aged cells, superoxide DHE fluorescence; active compounds read low. superoxide response (% of plate mean), % at 10 µM. 330,000 compounds, 0.18% hits. AID 2690;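 active means superoxide response under a set limit, about three screen SD below normal, cut at about 65% in these data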;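 further: yeast aged for seven days with compound at 30 °C before DHE staining; 100% = average MFI of all compound-treated wells on the plate with controls excluded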
An asterisk follows results filed as active; . = no result given; [ ] = remark or other dose. No enrichment for hits; overall some 1.7% were active at least once.

SMILES	LAP4 TOR yeast	RPL19A-GFP yeast	MEP2-GFP yeast	AGP1-GFP MLPCN	GRK2 inh	VLA-4 inh	CIT2 TOR yeast	CR mimetic SO
Cc1ccc(N(C(=O)Cn2nnc(-c3ccc(C)o3)n2)C(C(=O)NC2CCCC2)c2ccco2)cc1 (stereo not drawn)	105	104	109	101	3	.	95	117
CCCCCCOc1ccc(C(=O)n2cnc(N)n2)cc1	106	92	92	88	0	0	92	88
Cc1ccc(/C(N)=N/OC(=O)CCC2CCCCC2)cc1	102	99	89	66	0	8	108	112
Cc1ccc(S(=O)(=O)N2CCOCC2)cc1NC(=O)COC(=O)Cc1ccsc1	100	110	114	105	0	4	113	103
CN(/C(=N/S(=O)(=O)c1cccs1)c1ccccc1)c1ccc(O)cc1	103	101	96	107	0	-7	98	101
Cc1ccc(C(=O)NNC(=O)CCC(=O)Nc2cc(C)on2)cc1	87	97	96	91	1	1	99	90
O=C(c1ccc(Cn2cc(Cl)cn2)o1)N1CCN(Cc2ccc3c(c2)OCO3)CC1	100	106	101	105	0	-10	94	110
Cc1ccc(S(=O)(=O)NCC(=O)N(CC(=O)NCC2CCCO2)Cc2ccccc2)cc1 (stereo not drawn)	96	96	103	102	0	-2	101	106
COc1ccc(NC(=O)CNC(=O)c2ccc([N+](=O)[O-])cc2)cc1	92	94	95	97	1	-6	93	141
COc1ccccc1NC(=O)c1ccc(NC(=O)CN2C(=O)CN(C)C2=O)cc1	107	97	102	103	0	0	97	111
CC1(C)CC(NC(=O)c2ccncc2)CC(C)(C)N1O	111	108	108	102	18	0	101	85
CCOc1nc(C)cc(C)c1S(=O)(=O)c1ccc(Cl)cc1	92	107	95	99	3	3	96	78
O=C(NCC(=O)N1CCN(S(=O)(=O)c2cccs2)CC1)c1ccc(Cl)cc1	106	100	102	106	0	1	101	113
COc1ccc(CNC(=O)COC(=O)CN2C(=O)C3CC=CCC3C2=O)cc1 (stereo not drawn)	103	96	100	102	6	-6	97	92
Cc1occc1C(=O)N1CCN(Cc2ccccc2)CC1	102	99	104	102	2	0	109	80
CCOC(=O)c1cccc(NC(=O)/C=C/c2ccc([N+](=O)[O-])cc2)c1	89	100	98	91	0	3	96	80
CCCCn1c(N)c(N(CCC(C)C)C(=O)C2=COCCO2)c(=O)[nH]c1=O	97[may fluoresce green]	100[may fluoresce green]	107[may fluoresce green]	98[may fluoresce green]	1	2	100[may fluoresce green]	90
NS(=O)(=O)c1ccc(CCNC(=O)c2ccc(=O)[nH]c2)cc1	109	96	104	102	0	1	104	101
COc1ccc(COc2cc(-c3cccc(OC)c3)nc3ccc(NC(C)=O)cc23)cc1	102	97	91	91	0	9	102	99
Cc1cccc(Cn2c(Cc3ccccc3)nc3ccccc32)c1	97	97	88	90	1	3	89	88
CC(C)CN(C(=O)Cn1c(C(F)(F)F)nc2ccccc21)C1CCS(=O)(=O)C1 (stereo not drawn)	96	100	101	110	6	-1	101	103
COC(=O)C1C(=O)C2=C(CC1C)NC(C)=C(C(=O)OC(C)C)C2c1ccc(C)o1 (stereo not drawn)	104	101	103	96	0	.	103	101
CN(C)/C=C(\C#N)C(=O)N/N=C/c1ccc(Cl)cc1	97	103	103	98	1	2	105	92
CCCCN(C(=O)COC(=O)COc1c(C)cc(C)cc1C)c1c(N)n(CCC)c(=O)[nH]c1=O	102	98	102	106	0	11	98	98
COc1cc(NC(=O)CCN2CCN(Cc3ccccc3)CC2)cc(OC)c1	105	101	102	107	0	-3	101	96

One compound at a time, as listed above. Screens in order: LAP4 TOR yeast, RPL19A-GFP yeast, MEP2-GFP yeast, AGP1-GFP MLPCN, GRK2 inh, VLA-4 inh, CIT2 TOR yeast, CR mimetic SO
COc1ccc(COc2cc(-c3cccc(OC)c3)nc3ccc(NC(C)=O)cc23)cc1 in the list: 102, 97, 91, 91, 0, 9, 102, 99
CC1(C)CC(NC(=O)c2ccncc2)CC(C)(C)N1O in the list: 111, 108, 108, 102, 18, 0, 101, 85
COc1ccc(NC(=O)CNC(=O)c2ccc([N+](=O)[O-])cc2)cc1 in the list: 92, 94, 95, 97, 1, -6, 93, 141

The list continues:
SMILES	LAP4 TOR yeast	RPL19A-GFP yeast	MEP2-GFP yeast	AGP1-GFP MLPCN	GRK2 inh	VLA-4 inh	CIT2 TOR yeast	CR mimetic SO
O=C(CCCSc1nc2ccccc2[nH]1)NCc1ccccc1	98	96	95	94	6	13	90	97
Cc1ccc(C2(C(F)(F)F)NC(=O)N3C(=C2C#N)Nc2ccccc23)cc1 (stereo not drawn)	101	99	99	105	2	10	95	103
Nc1c(C(=O)O)cnn1-c1ccc([N+](=O)[O-])cc1	101	96	99	103	0	19	93	102
O=C(CS(=O)CC(=O)N(CC(=O)NC1CCCC1)c1ccccc1F)Nc1ccc(F)cc1 (stereo not drawn)	95	107	102	100	0	-5	105	119
CC(OC(=O)c1ccc2c(=O)n3c(nc2c1)CCC3)C(N)=O (stereo not drawn)	107	105	103	102	0	12	98	101
CCOC(=O)c1ccc(N=c2sc(C(=O)OC)cc(=O)n2-c2ccc(C(=O)OCC)cc2)cc1	110	106	102	110	0	-14	123	107
c1ccc(-n2c(SCC3CCCCO3)nnc2-c2cccs2)cc1 (stereo not drawn)	101	93	98	97	2	13	93	98
O=C(O/N=C1\CCCCC1c1ccc([N+](=O)[O-])cc1[N+](=O)[O-])c1c(F)cccc1F (stereo not drawn)	117	96	106	111	3	1	104	93
CCCNC(=O)CN(C)CC(=O)Nc1ccccc1C#N	105	96	91	103	4	2	95	99
CCOC(=O)C1C(=O)NC(SCC(N)=O)=C(C#N)C1c1ccccc1OCC (stereo not drawn)	99	101	99	104	3	-1	109	91
Cc1cc(C(=O)CN2CC(C)OC(C)C2)c(C)n1-c1ccccc1 (stereo not drawn)	108	101	97	99	4	-7	94	97
CC(=O)N1CCc2cc(S(=O)(=O)NCCC(=O)NCCc3ccc(Cl)cc3)ccc21	88	94	87	94	1	4	95	108
COc1cc(Cl)cc(C(c2c(C(=O)O)[nH]c3ccccc23)c2c(C(=O)O)[nH]c3ccccc23)c1O	93	105	109	105	1	1	106	77
COC(=O)C1=CN(CCCN2CCCC2=O)C=C(C(=O)OC)C1c1cccs1	99	102	98	101	3	25	102	103
COc1ccc(CCC(=O)OCC(=O)Nc2c(C)n(C)n(-c3ccccc3)c2=O)cc1	106	101	98	98	4	2	100	97
COc1cc(C)nc(N2CCCC(C(=O)Nc3cc(Cl)ccc3OC)C2)n1 (stereo not drawn)	116	103	109	102	0	11	104	95
Cc1cccc2cc(COC(=O)COc3ccccc3)c(=O)[nH]c12	108	104	112	.	1	-10	113	100
Cc1ccnc(NC2OC(=O)c3ccccc32)c1 (stereo not drawn)	92	89	85	99	0	10	90	107
CC(C)C1N(S(=O)(=O)c2ccccc2)CCN1S(=O)(=O)c1ccccc1	109	102	101	104	0	13	105	104
Cc1cc(C(=O)NC(C)c2ccc3c(c2)OCO3)cs1 (stereo not drawn)	104	101	103	97	1	10	100	94
COCCN(C(=O)COC(=O)c1cccs1)c1c(N)n(Cc2ccccc2)c(=O)[nH]c1=O	104	102	122	100	3	3	107	99
CC(=O)c1c(-c2ccccc2)c2cc([N+](=O)[O-])ccc2[nH]c1=O	90	100	104	90	3	-5	95	59*
COc1ccc(S(=O)(=O)N=C2C=C(C)C(=O)C(C)=C2)cc1	99	101	101	103	5	2	102	97
O=C(CCN1CCN(CCO)CC1)Nc1ccc(Br)cc1	107	101	94	103	5	0	93	102
CN1CCN(c2ccc(S(=O)(=O)N3CCCCC3)cc2NC(=O)CSCc2ccccc2)CC1	93	98	101	95	0	1	97	98

Remaining list, next part:
SMILES	LAP4 TOR yeast	RPL19A-GFP yeast	MEP2-GFP yeast	AGP1-GFP MLPCN	GRK2 inh	VLA-4 inh	CIT2 TOR yeast	CR mimetic SO
COc1ccc([C@H]2CC(=O)C=C(c3cc4ccccc4s3)C2)cc1	104	92	94	98	0	-3	98	104
COc1ccccc1/C=C/C(=O)NCCC1=CCCCC1	88	100	95	94	0	5	99	96
O=C(CCl)Nc1ccc(S(=O)(=O)NC2=NCCCCC2)cc1	124	105	108	118	0	10	107	116
O=[N+]([O-])c1cccc(-c2cn3nc(-c4ccccc4)c(-c4ccccc4)nc3n2)c1	103	103	107	98	14	-3	103	119
COc1cccc(N2C(=NC(=O)CCc3ccccc3)SC3CS(=O)(=O)CC32)c1 (stereo not drawn)	95	109	110	113	1	7	107	113
CCOC(=O)NCc1ccc2c(c1)OCO2	104	103	100	100	6	9	96	103
CC(=O)Nc1ccccc1Sc1ccccc1	92	99	102	81	0	11	109	93
CCC(=O)N1CCc2cc(Br)cc(S(=O)(=O)NCCN3CCCCC3C)c21 (stereo not drawn)	103	101	103	102	2	8	102	101
O=C(c1ccc2c(c1)OCCO2)C1CCN(S(=O)(=O)c2cccc(F)c2)CC1	102	102	101	106	0	1	.	104
Cc1cccc(NC(=O)CSc2nnc(-c3n[nH]c4ccccc34)o2)c1	99	106	108	108	0	4	112	111
Cn1ncc(N=Cc2ccccc2O)c1C(=O)N1CCOCC1	78	95	87	.	0	14	96	108
Cn1cnnc1SCC(=O)NC1CC1	110	100	96	98	0	0	94	99
COCCN1C(=O)C(=O)/C(=C(/O)c2ccc(OC(C)C)cc2)C1c1cccnc1 (stereo not drawn)	91	93	101	93	0	24	96	91
CNS(=O)(=O)c1cccc(C(=O)OCC(=O)Nc2ccc(-c3nc4ccc(C)cc4s3)cc2)c1	98	104	92	95	0	5	97	116
COc1ccc(C2CC(c3ccccc3)=NN2S(=O)(=O)c2ccccc2)cc1 (stereo not drawn)	191*	108	235*	97	1	-441	131	89
CC(=O)c1sc(NC(=O)c2ccc(C)cc2)nc1C	93	100	103	98	2	1	.	101
CCc1nnc(NC(=O)NCN2C(=O)C3C4C=CC(C4)C3C2=O)s1 (stereo not drawn)	92	96	91	96	1	-7	100	104
O=C(NC1CCCCCC1)C1CC(=O)N(c2ccc(Cl)cc2)C1 (stereo not drawn)	103	104	102	108	1	0	105	101
O=C(NCc1ccncc1)/C(=N/O)c1ccccc1	103	97	104	103	0	4	103	101
CCOC(=O)C1=C(c2ccccc2)Nc2c(c(=O)n(C)c(=O)n2C)C1c1ccc(O)c(OC)c1 (stereo not drawn)	93	104	110	113	0	27	108	91
O=C(NCCOc1ccccc1)c1cccc(S(=O)(=O)NCc2ccccc2)c1	99	94	91	105	0	-2	95	92
Cc1ccc(C(=O)NCC(=O)Nc2ccc(F)c(F)c2F)cc1	96	99	105	92	3	6	99	106
COc1ccc(S(=O)(=O)N2CCC(C(=O)NCC3CCCCC3)CC2)cc1	103	97	103	101	3	20	101	108
C[C@H]1CCC2[C@](C)(CO)[C@@H](O)CC[C@]2(C)[C@@]12CCC(CO)(CCO)O2 (stereo partly drawn)	102	101	99	106	44*	1	105	101
CC(C)[C@H]1C=C(C(=O)O)O[C@@H](OCc2ccc(CO)cc2)C1	94	97	102	102	2	-16	102	97

Further results follow.
SMILES	LAP4 TOR yeast	RPL19A-GFP yeast	MEP2-GFP yeast	AGP1-GFP MLPCN	GRK2 inh	VLA-4 inh	CIT2 TOR yeast	CR mimetic SO
COc1cccc(CC(=O)Nc2nccs2)c1	103	101	105	98	2	4	102	109
CCc1ccc(N2CCN(S(=O)(=O)CC34CCC(CC3=O)C4(C)C)CC2)cc1 (stereo not drawn)	94	103	104	105	0	6	99	104
CCOCCCNC(=O)c1[nH]c(C)c(C(C)=O)c1C	99	100	103	99	0	-11	96	95
CCCCC(=O)NN(C)c1nc(-c2ccccc2)nnc1C(F)(F)F	105	110	99	107	1	-2	106	101
Cc1ccc(Nc2nnc(SCC(=O)Nc3cc(C(=O)O)ccc3C)s2)c(C)c1	128	82	147	131	0	2	128	120
O=C(NCC(=O)N(c1cnc2ccccc2c1)C(C(=O)NC1CCCC1)c1ccncc1)c1ccco1 (stereo not drawn)	101	102	100	100	0	-1	106	97
CC1(C)Cc2nc(-c3ccccc3)nc(NNC(=O)c3ccco3)c2CO1	111	100	98	106	2	6	109	102
